MgcRacGAP inhibition: MgcRacGAP GTPase-activating activity inhibitors, confirmation, biochemical, ADP Hunter fluorescence | AID 624330 | actives 0.6% (n = 340,000) | MgcRacGAP-stimulated Rac1 GTP hydrolysis, ADP Hunter fluorescence; higher % means a stronger effect; GST-tagged Rac1 F28L mutant substrate | one-dose inhibition, % at 30 µM; IC50 in µM for titrated hits;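 active = first-screen hits whose inhibition reached a set limit at any dose in the follow-up dose series; inconclusive = inhibition above the set first-screen limit but never retested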;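 also: fluorescence reports GDP produced by GAP-driven GTP hydrolysis; strong numbers were not always called active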
SV40 large T antigen: TAg ATPase/helicase activity blockers – biochemical (AID 1903). actives 0.39% (n = 310,000). SV40 large T antigen ATPase/helicase inhibition assay; higher % means a stronger effect. inhibition, % at 20 µM; hits with a dose series show IC50 in µM; in the data active = a potency from the dose series; inconclusive = inhibition mostly from about 32% at the one dose, without a potency; inactive = the rest, 99 in 100 with inhibition below about 32%; also: strong numbers were not always called active
* marks the source's active call; other numbers are inactive results; ? = inconclusive; & = joins results of further samples.

MgcRacGAP inhibition | SV40 large T antigen | structure
19.4% | 12.2% | Cc1nnc2n(C)c(=O)c3c4c(sc3n12)COC(C)(C)C4
5.2% | 15.0% | COCCNc1nnc(SCC(=O)N(C)c2c(N)n(Cc3ccccc3)c(=O)[nH]c2=O)s1
3.8% | 13.7% | COCCNc1nnc(SCC(=O)NC(=O)c2ccccc2)s1
2.7% | 17.5% | C#CCOCCOCCOCCNc1nc(N2CCN(C(=O)[C@H]([C@@H](C)CC)n3cc(CCCCN)nn3)CC2)nc(N2CCN(C(=O)[C@H](CCCCN)n3cc(CCC(=O)O)nn3)CC2)n1
6.5% | 11.0% | Cc1ccc(S(=O)(=O)N(C)c2ccc3c(ncn3C)c2[N+](=O)[O-])cc1
3.7% | 7.7% | Cc1cc(C)c(OCC(=O)Nc2ccc(S(=O)(=O)N3CCCC3)cc2)c(C)c1
9.0% | 23.7% | CCCn1c(N)c(C(=O)CSc2nnc(-c3ccco3)n2Cc2ccccc2)c(=O)[nH]c1=O
8.4% | 10.5% | CCOCCCn1c(SCC(=O)N(C)C2CCS(=O)(=O)C2)nc2ccccc2c1=O (centres undefined)
8.3% | 10.8% | Cc1cccn2c(=O)nc(SCC(=O)N3CCCC3)nc12
4.5% | 18.6% | CCN1CCN(c2ccc(S(=O)(=O)N3CCOCC3)cc2NC(=O)c2ccccc2OC(F)F)CC1
-6.8% | -3.7% | CCc1c(C2(O)CCCCC2)[nH]c2ccc(C#N)cc12
-6.2% | 16.8% | C[C@H](CCC(=O)NCC(=O)O)[C@H]1CC[C@H]2C3[C@H](O)C[C@@H]4C[C@H](O)CC[C@]4(C)[C@H]3C[C@H](O)[C@]12C (some centres undefined)

Among those listed so far, these have a COOH group.
MgcRacGAP inhibition | SV40 large T antigen | structure
2.7% | 17.5% | C#CCOCCOCCOCCNc1nc(N2CCN(C(=O)[C@H]([C@@H](C)CC)n3cc(CCCCN)nn3)CC2)nc(N2CCN(C(=O)[C@H](CCCCN)n3cc(CCC(=O)O)nn3)CC2)n1
-6.2% | 16.8% | C[C@H](CCC(=O)NCC(=O)O)[C@H]1CC[C@H]2C3[C@H](O)C[C@@H]4C[C@H](O)CC[C@]4(C)[C@H]3C[C@H](O)[C@]12C (some centres undefined)

(list continues)
MgcRacGAP inhibition | SV40 large T antigen | structure
8.1% | 5.8% | CN(C(=O)c1cn2ccccc2n1)c1c(N)n(Cc2ccccc2)c(=O)[nH]c1=O
4.7% | 20.0% | COc1ccc(S(=O)(=O)N2CCCCCC2)cc1C(=O)N(C)Cc1ccco1
3.5% | 0.9% | CCN(C(=O)COC(=O)CNS(=O)(=O)c1ccc(SC)c([N+](=O)[O-])c1)C1CCCCC1
5.9% | 12.1% | COc1ccc(COC(=O)CCS(=O)(=O)c2ccc(C)cc2)cc1F
3.7% | 18.6% | Cc1c(C)c2c(c(C)c1O)CC[C@@](C)(CCC[C@H](C)CCC[C@H](C)CCCC(C)C)O2
3.1% | 11.2% | CCOC(=O)C1CCN(S(=O)(=O)CCNC(=O)c2cccc(OC)c2)CC1
5.2% | 15.0% | CCN1CCN(S(=O)(=O)c2ccc(Cl)c(C(=O)NCCc3ccccc3)c2)CC1
10.3% | 6.5% | Cc1cc(C)n2nc(C(=O)OCC(=O)NC(=O)c3ccccc3)nc2n1
5.6% | 6.0% | COc1ccc(NC(=O)CSc2nnc(Cc3cccs3)n2C)cc1
7.4% | 5.1% | CC1(CCc2ccccc2)NC(=O)N(CC(=O)N2CCCCCC2)C1=O (centres undefined)
3.7% | 14.9% | CCOC(=O)CCNC(=O)N1CCC(CCOc2ccccc2)(C(=O)OCC)CC1
10.3% | 1.9% | CCOc1ccc(NC(=O)CN(C)C(=O)Cn2cnc3c2c(=O)n(C)c(=O)n3C)cc1OCC
3.8% | 21.6% | CN(C)S(=O)(=O)c1cccc(NC(=O)c2ccc3c(c2)S(=O)(=O)N=C2CCCCCN23)c1
4.2% | 7.4% | CCOc1ccc(S(=O)(=O)N2CCCCC2)cc1NC(=O)c1c(CC)noc1C
7.3% | 12.1% | O=C(CN1C(=O)NC2(CCCC2)C1=O)Nc1cc(Cl)ccc1N1CCOCC1
7.0% | 12.1% | Cc1cccn2c(=O)nc(SCC(=O)NC3CCCCC3)nc12
8.9% | 17.5% | COc1cc(C2(c3ccc(O)c(OC)c3)C(=O)Nc3c(Br)cc(Br)cc32)ccc1O
6.0% | 19.9% | COc1ccc(Br)cc1CN(C)C(=O)Cc1ccc(S(=O)(=O)N2CCOCC2)s1
6.2% | 5.3% | COc1ccc(NS(=O)(=O)c2cccc(C(=O)NCC(c3ccccc3OC)N3CCCC3)c2)cc1 (centres undefined)
2.6% | 0.0% | Cc1ccc(C(=O)OCc2nc3ccsc3c(=O)[nH]2)o1
12.0% | 29.2% | O=C(c1cccc(-n2cccc2)c1)N1CCN(S(=O)(=O)c2ccccc2)CC1
3.5% | 8.9% | CN(C(=O)COC(=O)c1nn(C)c(=O)c2ccccc12)c1c(N)n(Cc2ccccc2)c(=O)[nH]c1=O
4.5% | 16.7% | O=C(NC(Cc1ccccc1)C(=O)N1CCCCC1)c1ccccc1 (centres undefined)
0.5% | 11.2% | COc1ccc(CCNC(=O)c2cccc([N+](=O)[O-])c2)cc1OC
-3.5% | 21.7% | Cc1ccc(C(=O)NNC(=O)Cn2ccc(C(F)(F)F)n2)o1
12.7% | 23.4% | O=C(OCCOc1ccc(Br)cc1)c1ccc(Cl)c(S(=O)(=O)N2CCOCC2)c1
10.2% | 18.4% | Cc1ccccc1C(=O)N1CCC(C(=O)Nc2nc3ccc(F)cc3s2)CC1
-0.6% | 13.0% | CCOC(=O)C(=O)NCC(c1ccco1)S(=O)(=O)c1cccs1 (centres undefined)
? | 5.3% | N#C/C(=C/c1ccc(N2CCCCCC2)o1)c1ccc(F)cc1
4.5% | 11.3% | COc1ccc(C2CC(c3cccs3)=NN2C(=O)CSc2nc(=O)n3ccc(C)cc3n2)cc1 (centres undefined)
9.8% | 16.2% | O=C(c1cccc(C(F)(F)F)c1)N1CCC(=O)N(C(CO)Cc2ccccc2)CC1 (centres undefined)
3.0% | 3.8% | Nc1nnc(SCC(=O)NCCNC(=O)CSc2nnc(N)s2)s1
2.1% | 10.8% | COC(=O)C1=C(C)NC(C)=C(C(=O)OC)C1C(=O)OCc1nnc(-c2ccccc2)o1
1.1% | 15.5% | CC(OC(=O)CC1CCCCC1)C(=O)Nc1ccc(S(N)(=O)=O)cc1 (centres undefined)
2.2% | 9.0% | COc1ccc(S(=O)(=O)N2CCCCCC2)cc1C(=O)N(C)Cc1ccccc1F
-0.4% | 3.9% | CCOc1ccc(NS(=O)(=O)c2ccc(C(=O)NCC(c3ccco3)N(C)C)cc2)cc1 (centres undefined)
0.7% | 3.0% | COc1ccccc1C(=O)NCCC(=O)NCc1cccs1
4.7% | 10.3% | CC(C)CN(C(=O)CCC(=O)OC(C)C(=O)Nc1cccc(C#N)c1)c1c(N)n(CC(C)C)c(=O)[nH]c1=O (centres undefined)
8.7% | 2.4% | COc1ccc2oc(C(=O)OCC(=O)N(C)c3ccccc3)c(C)c2c1
0.6% | 19.0% | COc1ccc(S(=O)(=O)N2CCCCCC2)cc1C(=O)N(C)Cc1cccc(OC)c1OC
-2.0% | 10.4% | CCN(C(=O)Cn1cnc2ccccc2c1=O)C1CCS(=O)(=O)C1 (centres undefined)
5.2% | 16.9% | CSc1ccc(S(=O)(=O)NCC(=O)OCC(=O)NCc2ccco2)cc1[N+](=O)[O-]
4.4% | 18.5% | C#CCOCCOCCOCCNc1nc(N2CCN(C(=O)[C@H](CCCCN)n3cc(CCCC)nn3)CC2)nc(N2CCN(C(=O)[C@H](CCCCN)n3cc(CCC(=O)O)nn3)CC2)n1
1.6% | 8.3% | CC1(c2nnc(-c3ccncc3)o2)CC(c2ccc(Cl)cc2)=NO1 (centres undefined)
4.6% | -0.4% | CC(=O)O[C@H]1CC[C@@]2(C)[C@@H](CC[C@H]3[C@@H]4CC[C@H](C(C)O)[C@@]4(C)CC(=O)[C@@H]32)C1 (some centres undefined)
6.1% | 19.0% | COC(=O)CCNS(=O)(=O)c1ccc2nsnc2c1
6.0% | 13.0% | COc1ccc(S(=O)(=O)NCC(c2ccc3c(c2)OCO3)N2CCN(C)CC2)cc1OC (centres undefined)
2.9% | 7.3% | COCCN(Cc1ccccc1)C(=O)Cc1ccc(OC)c(S(=O)(=O)N2CCOCC2)c1

3 entries from above, sorted by their value in SV40 large T antigen, descending.
MgcRacGAP inhibition | SV40 large T antigen | structure
4.7% | 10.3% | CC(C)CN(C(=O)CCC(=O)OC(C)C(=O)Nc1cccc(C#N)c1)c1c(N)n(CC(C)C)c(=O)[nH]c1=O (centres undefined)
8.7% | 2.4% | COc1ccc2oc(C(=O)OCC(=O)N(C)c3ccccc3)c(C)c2c1
4.6% | -0.4% | CC(=O)O[C@H]1CC[C@@]2(C)[C@@H](CC[C@H]3[C@@H]4CC[C@H](C(C)O)[C@@]4(C)CC(=O)[C@@H]32)C1 (some centres undefined)

Going on with the list:
MgcRacGAP inhibition | SV40 large T antigen | structure
3.7% | 18.5% | Cc1cc(C)cc(NC(=O)C(OC(=O)Cn2cnc3c2c(=O)n(C)c(=O)n3C)c2ccccc2)c1 (centres undefined)
1.8% | 5.2% | CCNc1nc(NCC)n2c(SCC(=O)Nc3ccccc3Cl)nnc2n1
0.4% | 7.1% | O=C(NCCS(=O)(=O)N1CCN(c2ccccc2)CC1)C1CC1
3.9% | 12.0% | Oc1ccc(C[C@H]2CNCCN2CC2(c3ccccc3)CC2)cc1
6.7% | 10.7% | Cc1ccc(S(=O)(=O)N2CCC(C(N)=O)CC2)cc1C(=O)NC1CCCCC1
-4.5% | -4.3% | OC(Cn1cncn1)(Cn1cncn1)c1ccc(F)cc1F
-7.2% | 7.5% | O=C(NCCS(=O)(=O)N1CCCC1)c1ccccc1
5.8% | 9.9% | CC1(C)CC(=O)C=C(c2ccc3c(c2)OCO3)C1
7.5%&5.6% | -1.4% | C=C1C[C@]23C[C@@]1(O)CC[C@H]2[C@@]12C=C[C@H](O)[C@@](C)(C(=O)O1)[C@H]2[C@@H]3C(=O)O
-1.9% | 1.9% | Nc1nnc(SCC(=O)Nc2cc(F)ccc2F)s1
2.9% | 5.4% | CCN1CCC[C@H]1CNC(=O)c1c(OC)ccc(Br)c1OC
-2.2% | 13.1% | O=C1CC2(CCN(S(=O)(=O)c3ccccc3F)CC2)Oc2ccccc21
12.2% | 26.3% | Cc1cccc(OC(C)C(=O)Nc2ccc(N3CCCCC3)cc2)c1 (centres undefined)
7.4% | 8.8% | Cc1ccc2nc(SCC(=O)Nc3ccc4c(c3)OCO4)nc(=O)n2c1
8.9% | 17.3% | CCOc1ccc(S(=O)(=O)Nc2cccc(C(=O)N3CCN(c4cccc(OC)c4)CC3)c2)cc1
-3.1% | 6.7% | CCOC(=O)N1CCN(C(=O)COC(=O)CSc2cc(C)c(Br)cc2C)CC1
9.2% | 7.8% | CCOC(=O)C1CCCN(S(=O)(=O)c2cc3c4c(c2)CCC(=O)N4CCC3)C1 (centres undefined)
3.0% | 1.5% | C[C@@H]1CCC[C@]2(O[C@@H](CCO)C[C@H](O)[C@H]2O)O1
6.5% | 16.3% | C#CCNC(=O)C1=C[C@H](c2ccc(C#C)cc2)C[C@H](OCc2ccc(CO)cc2)O1
-1.8% | 10.9% | Cc1ccc(NC(=O)C(C)OC(=O)Cc2c[nH]c3ccccc23)cc1S(=O)(=O)N1CCOCC1 (centres undefined)
20.6% | 13.7% | CO[C@@]1(NC(=O)C2SC(=C(C(N)=O)C(=O)O)S2)C(=O)N2C(C(=O)O)=C(CSc3nnnn3C)CS[C@@H]21 (some centres undefined)
3.2% | 7.7% | Cc1ccc(S(=O)(=O)Nc2cccc(C(=O)NCCCN3CCOCC3)c2)cc1F
3.0% | 7.2% | FC(F)(F)c1cc(CCN2CCNC[C@H]2Cc2cccc3ccccc23)cc(C(F)(F)F)c1
0.9% | 20.2% | CC(=O)Oc1c(C)c(C)c2c(c1C)CC[C@@](C)(CCC[C@H](C)CCC[C@H](C)CCCC(C)C)O2
4.2% | 18.8% | O=C(Nc1cccc(S(=O)(=O)N2CCCC2)c1)c1cc(S(=O)(=O)N2CCOCC2)ccc1F
9.6% | 13.8% | O=C(/C=C/c1ccc(OC(F)F)cc1)OCC(=O)N1CCc2ccccc21
11.4% | 10.0% | O=C(NCCCN1CCCC1=O)c1ccc(S(=O)(=O)Nc2ccccc2F)cc1
6.2% | 11.3% | COc1ccccc1C(=O)NC(CCSC)C(=O)NCc1ccccn1 (centres undefined)
6.1% | 12.9% | C[C@@H]1C=C[C@](Cc2ccccc2)(C(=O)O)N1C(=O)c1ccccc1
-4.5% | 13.0% | CCN(CC(=O)Nc1cc(Cl)ccc1C)C(=O)CSCc1ccc(C)cc1
3.5% | 15.2% | Cc1ccc(S(=O)(=O)N2CCN(C(=O)COC(=O)c3oc4ccccc4c3C)CC2)cc1
5.9% | 13.9% | O=C(c1cccc(S(=O)(=O)N2CCCCC2)c1)N(CCc1ccccc1)Cc1ccccc1
-0.2% | 5.5% | COc1ccc(C(=O)Nc2cccc(NC(=O)c3ccc(OC)cc3OC)n2)c(OC)c1
5.4% | 12.7% | C/C(Cn1cnc([N+](=O)[O-])n1)=N\NC(=O)c1ccccc1F
6.5% | 6.4% | O=C(CNC(=O)c1cccs1)Nc1ncccc1O
9.1% | 2.2% | CC1=C(C(=O)OCc2ccccc2)C(c2ccccc2OS(=O)(=O)c2ccc([N+](=O)[O-])cc2)NC(=O)N1CCCC(=O)O (centres undefined)
7.7% | 15.9% | COc1ccccc1NC(=O)/C(C#N)=C/c1cccn1C
2.0% | 4.1% | CCCCn1c(N)c(N(CCOC)C(=O)C2CCN(S(=O)(=O)c3ccc(C)cc3)CC2)c(=O)[nH]c1=O

Some of the compounds tested, so the mix of outcomes need not match the whole.
